PTHR1 agonist: activates the human parathyroid hormone receptor PTHR1. Q03431. HEK293 GP2 PTHR1 cells, GloSensor cAMP luminescence, 1 h. Potency, µM (top dose mostly 115 µM), for inactives: at the highest dose activation, actives largely listed as activators. 0.075% of 410,000 active; also: nearly all actives have a fitted effect of over 55% in size; some results filed as inactive show a strong effect at the top dose; inactives centre near -15; many of its hits are not listed in these tables
Target sequence (Q03431 whole entry, looked up): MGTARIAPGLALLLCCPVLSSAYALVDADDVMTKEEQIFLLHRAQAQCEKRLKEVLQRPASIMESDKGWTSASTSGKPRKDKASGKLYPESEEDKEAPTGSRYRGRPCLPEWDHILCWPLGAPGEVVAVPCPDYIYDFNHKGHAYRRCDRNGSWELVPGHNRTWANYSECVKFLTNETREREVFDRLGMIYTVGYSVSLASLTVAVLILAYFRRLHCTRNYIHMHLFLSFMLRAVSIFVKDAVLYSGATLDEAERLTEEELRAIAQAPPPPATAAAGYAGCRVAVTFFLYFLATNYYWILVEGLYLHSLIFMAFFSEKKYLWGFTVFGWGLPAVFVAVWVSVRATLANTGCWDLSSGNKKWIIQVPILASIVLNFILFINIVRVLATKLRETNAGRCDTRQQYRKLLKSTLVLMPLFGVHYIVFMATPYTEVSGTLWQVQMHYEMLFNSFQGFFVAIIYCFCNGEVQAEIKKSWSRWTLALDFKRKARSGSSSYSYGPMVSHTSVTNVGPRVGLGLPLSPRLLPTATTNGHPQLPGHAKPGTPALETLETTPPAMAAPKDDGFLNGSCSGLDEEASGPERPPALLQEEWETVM
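HEK-293-derived GP2 cells expressing PTHR1 and a GloSensor cAMP reporter, 3,000/well, plated overnight, given luciferin plus IBMX (each 0.5 mM as added) for 1 h at 37 °C, then compound for 1 h at 37 °C. Luminescence was read after 15 min at room temperature.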
TDP43 rescue: TDP-43 toxicity inhibition in yeast | TDP-43 expressing yeast growth rescue, BacTiter-Glo, 24 h | Potency, µM (titrated, usually from 46.1 µM), for inactives: top-dose growth rescue (activation), hits mostly activators | 1.8% of 410,000 active; also: % of control where 0% means no effect; nearly all actives have a fitted effect of over 50% in size
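Cell-based yeast growth screen: TDP-43 expression induced in galactose, inoculum OD600=0.02 after raffinose pregrowth to mid-log. Read-out BacTiter-Glo luminescence at 24 hr, 30 deg C; inhibition of toxicity seen as signal increase.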
FUS yeast rescue: suppressors of FUS proteinopathy in yeast | S. cerevisiae FUS-expressing, growth rescue, OD600, 24 h | Potency, µM (highest dose often 76.6 µM), for the others: at the top dose growth rescue (activation), most hits filed as activators | 0.24% of 390,000 active;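 also: plate controls were DMSO vehicle for no effect and reference control for full effect; nearly all actives have a fitted effect of over 55% in size; some results filed as inactive show a strong effect at the top dose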
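Read-out: OD at 600 nm after 24hr at 30C, reporting rescue of FUS-induced yeast toxicity. Cells at OD 0.005 in galactose (2%) minimal medium; compounds tested in a dilution series; CP55940 titration from 92uM final as control.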
Active calls of the source: *; i = inactive; ? = inconclusive; · = no result given; [ ] = remark or other dose. Calls follow the shape of the dose curve; as a rule, active = well fitted curve in the direction sought with a large enough effect; inconclusive = small, poorly fitted or top-dose-only effect, or another doubt; inactive = no such curve, though single readings can be large; an effect the other way counts as inactive or inconclusive. Potency is read from the fitted curve at half-maximal effect. This is a subset; count on the stated rates, not on these rows.

Sequence of screens – PTHR1 agonist	TDP43 rescue	FUS yeast rescue
- O=C1CCSC2(C(=O)N(Cc3ccc(F)cc3)c3ccccc32)N1c1ccccc1 (stereo not drawn)
 : -19%	?	-9%
- O=S(=O)(Nc1ccc(-c2ccc(N3CCCC3)nn2)cc1)c1ccc(Cl)cc1
 : -8%	12%	10%
- Cc1ccc(Cl)cc1NC(=O)Nc1nnc(N(C)Cc2ccccc2)s1
 : -24%	4%	-9%
- COc1cccc(-n2c(=O)c3c(C)c(C(=O)N(C)C)sc3n(Cc3cccc(C)c3)c2=O)c1
 : -14%	9%	17%
- CCOc1ccc2nc(N3CCN(C(=O)CS(=O)(=O)c4ccc(F)cc4)CC3)sc2c1
 : -30%	?	22%
- CCCS(=O)(=O)N1CCCC(C(=O)NCCOC)C1 (stereo not drawn)
 : -23%	12%	0%
- Cc1ccc(Cc2c(C)nc3nc(SCC(=O)NC4CCC(C)CC4)nn3c2C)cc1 (stereo not drawn)
 : -17%	6%	30%
- CCC(=O)N1CCc2cc(S(=O)(=O)CCC(=O)NCc3ccccc3Cl)ccc21
 : -15%	20%	7%
- Cc1ccc(C)c(N2CCN(C(=O)CCn3c(=O)[nH]c4ccccc4c3=O)CC2)c1
 : i	-16%[9.22 µM]	?
- Cc1ccc(C)c(NC(=O)NCc2ccc3c(c2)CCN3C(=O)c2ccccc2)c1
 : -6%	11%	-24%
- CC(=O)N1CCCc2cc(S(=O)(=O)Nc3ccc(Cl)cc3F)ccc21
 : -7%	26%	?
- Cc1cccc(N2CCN(C(=O)c3cccc(-n4c(C)nc5cccnc54)c3)CC2C)c1 (stereo not drawn)
 : i	7%	37%
- CC(=O)Nc1ccc(NC(=O)C(Cc2ccccc2)N2Cc3ccccc3C2=O)cc1 (stereo not drawn)
 : -22%	?	17%
- CCc1ccccc1NC(=O)CSc1nc2c(oc3ccccc32)c(=O)n1-c1ccccc1
 : i	15%	10%
- CCOc1ccc(CCNC(=O)c2cc3c(=O)n(C)c4ccccc4c3n2C)cc1OCC
 : -45%[inhibitor]	4%	-8%
- Cc1ccc2c(CC(=O)Nc3ccccc3C(F)(F)F)coc2c1C
 : i	2%	-9%
- CNS(=O)(=O)c1cn(CC(=O)Nc2cccc(OC)c2)cc1S(=O)(=O)NC
 : -21%	13%	-9%
- COc1ccc(C(=O)Nc2ccc(-c3cc4ccccc4oc3=O)c(C)c2)cc1OC
 : -19%	22%	-11%
- COC(=O)c1cc2sccc2n1CC(=O)Nc1ccc(C)cc1C
 : i	·	10%
- COc1cccc(NC(=O)C2CCN(S(=O)(=O)c3ccc4[nH]c5c(c4c3)CCCCC5)CC2)c1
 : i	0%	?
- O=C(NCCc1ccccc1)C1(c2cccs2)CCOCC1
 : i	6%	-3%
- COc1ccc(OC)c2sc(N(Cc3cccnc3)C(=O)c3ccc(C(C)=O)cc3)nc12
 : i	-2%	?
- O=C(Nc1ccc2nc(SCC(=O)N3CCCc4ccccc43)sc2c1)c1cccc(Cl)c1
 : i	-8%	?
- CC(C)Cc1nn2c(=O)cc(COC(=O)c3ccccc3NC(=O)c3ccccc3)nc2s1
 : ?	-12%	-2%
- COC(=O)c1c(-c2cccs2)csc1NC(=O)c1ccc(Cl)cc1
 : -22%	-8%	8%
- Cc1cc(C)n(-c2nc3ccccc3nc2Nc2ccc(C(C)C)cc2)n1
 : -8%	0%	-31%
- COc1cc(NC(=O)CCc2c(C)n(C)c3cc(-c4ccccc4C)nn3c2=O)cc(OC)c1OC
 : -7%	-5%	17%
- CCOC(=O)Cn1c(C2CC(=O)N(c3ccc(C)cc3)C2)nc2ccccc21 (stereo not drawn)
 : i	8%	2%
- CC(C)c1ccc(Nc2cc(C(=O)NCCc3ccccc3)c3ccccc3n2)cc1
 : -23%	?	17%
- CCc1cccc(NC(=O)c2c(C)oc3ncnc(N4CCCCC4)c23)c1
 : -20%	?	35%
- Cc1cc(C)c2c(CC(=O)Nc3c(C(=O)Nc4ccc(Cl)cc4)oc4ccccc34)coc2c1
 : i	5%	-12%
- CCOc1ccc(C(=O)NCCn2cc(SCC(=O)NCCc3ccc(OC)c(OC)c3)c3ccccc32)cc1
 : -52%[inhibitor]	11%	17%
- CCCOc1cccc(C2c3c(oc4ccccc4c3=O)C(=O)N2c2nncs2)c1 (stereo not drawn)
 : -10%	-1%	3%
- CCc1ccc(CN(C(=O)c2nc(SC)ncc2Cl)C2CCS(=O)(=O)C2)cc1 (stereo not drawn)
 : i	6%	36%
- COc1cccc(CNS(=O)(=O)c2cnc(N)nc2)c1
 : -17%	22%	-18%
- CCN1C(=O)c2ccccc2Sc2ccc(NC(=O)COc3ccc(Cl)cc3)cc21
 : -25%	9%	42%
- CCN1CCN(C(=O)Cn2ncc3c4ccccc4n(Cc4c(C)cc(C)cc4C)c3c2=O)CC1
 : -16%	-1%	24%
- COc1cccc(-c2ccc(-c3noc(-c4ccccc4Br)n3)c(OC)n2)c1
 : -3%	13%	-7%
- Cc1ccc(Cl)cc1NC(=O)c1oc2ccc(S(=O)(=O)N(C)C3CCCCC3)cc2c1C
 : i	22%	-2%
- O=C(COc1ccccc1)Nc1nnc2n1CCS2
 : i	20%	-5%

One compound at a time, as listed above:
CC(C)c1ccc(Nc2cc(C(=O)NCCc3ccccc3)c3ccccc3n2)cc1 is entered as PTHR1 agonist = -23%; TDP43 rescue = ?; FUS yeast rescue = 17%
CC(C)Cc1nn2c(=O)cc(COC(=O)c3ccccc3NC(=O)c3ccccc3)nc2s1 is entered as PTHR1 agonist = ?; TDP43 rescue = -12%; FUS yeast rescue = -2%

Continuation:
Sequence of screens – PTHR1 agonist	TDP43 rescue	FUS yeast rescue
- O=C(Nc1nc2n(n1)C(c1ccccc1)C=C(c1ccc(Cl)cc1)N2)c1ccco1 (stereo not drawn)
 : -38%[inhibitor]	?	-1%
- CN1CCN(c2ccc(-c3nc(-c4ccccc4)no3)cc2[N+](=O)[O-])CC1
 : -32%[inhibitor]	-58%[inhibitor]	38%
- Cc1cccc(C)c1OCC(=O)N(Cc1ccco1)Cc1ccco1
 : -1%	?	21%
- CCOc1ccc(-c2cc3c(=O)n(CC(=O)NCc4ccc(OC)cc4)ccn3n2)cc1
 : -1%	11%	-12%
- COc1ccccc1-c1cc(NC(=O)COc2ccccc2Cl)n(-c2ccccc2)n1
 : i	24%	-7%
- COc1ccc(OC(C)C(=O)NCc2nc(-c3cccc(C)c3)no2)cc1 (stereo not drawn)
 : -26%	?	38%
- COc1ccc(-c2csc(-c3c(N)c(C(=O)c4ccccc4)n4ccccc34)n2)cc1OC
 : -4%	0%	20%
- CCn1cc2nc(SCC(=O)Nc3ccccc3F)n(Cc3ccc(C)cc3)c(=O)c2n1
 : -60%	20%	40%
- CCOc1ccccc1CNC(=O)c1ccc(Cn2c(=O)c3cccn3c3cccnc32)cc1
 : -1%	21%	-21%
- Cc1cc(S(=O)(=O)Nc2ccc3oc4c(c3c2)CCCC4)ccc1Cl
 : i	0%	44%
- O=C(NC1CC(=O)N(c2ccccc2)C1)c1ccc(S(=O)(=O)N2CCOCC2)cc1 (stereo not drawn)
 : i	18%	8%
- Cc1cc(C)c(S(=O)(=O)NCCc2cc3ccc(C)cc3[nH]c2=O)c(C)c1
 : -5%	-4%	-9%
- CC(C)c1ccc(Nc2c(-c3ccccc3O)nc3cnccn23)cc1
 : -47%[inhibitor]	25µM*	19%
- COc1ccc(OC)c(-c2nnc3n(CCc4ccccc4)c(=O)c4ccccc4n23)c1
 : i	15%	-20%
- Clc1ccccc1CSc1nnc(C2CCNCC2)o1
 : -10%	27%[9.22 µM]	-21%
- Cc1ccc(CNC(=O)CCCCn2c(=O)c3ccccc3n(Cc3c(C)cc(C)cc3C)c2=O)cc1
 : -35%[inhibitor]	?	7%
- CCOc1ccc(C(=O)Nc2ccc(S(=O)(=O)Nc3nc(C)cc(C)n3)cc2)cc1OC
 : ?	4%	?
- Cc1cc(N2CCCCC2)nc2ccc(NC(=O)CCC(=O)N3CCN(c4ccccc4)CC3)cc12
 : i	7%	-6%
- Cc1ccccc1C(=O)Nc1cccc(C(=O)OCc2cc(=O)n3ccsc3n2)c1
 : i	3%	-14%
- CCc1cccc(CC)c1NC(=O)c1c(C)oc2ccc(O)c(CN3CCCC3)c12
 : -10%	-2%	2%

A draw from above in order of molar mass, largest number first.
Sequence of screens – PTHR1 agonist	TDP43 rescue	FUS yeast rescue
- Cc1ccc(CNC(=O)CCCCn2c(=O)c3ccccc3n(Cc3c(C)cc(C)cc3C)c2=O)cc1
 : -35%[inhibitor]	?	7%
- COc1ccccc1-c1cc(NC(=O)COc2ccccc2Cl)n(-c2ccccc2)n1
 : i	24%	-7%
- Cc1cc(C)c(S(=O)(=O)NCCc2cc3ccc(C)cc3[nH]c2=O)c(C)c1
 : -5%	-4%	-9%
- CC(C)c1ccc(Nc2c(-c3ccccc3O)nc3cnccn23)cc1
 : -47%[inhibitor]	25µM*	19%

Remaining list, next part:
Sequence of screens – PTHR1 agonist	TDP43 rescue	FUS yeast rescue
- O=S(=O)(c1ccccc1)c1nnn2c1nc(NC1CCCCCC1)c1sccc12
 : -24%	4%	-14%
- O=C(CCS(=O)(=O)c1ccc(Br)s1)Nc1cc(C(F)(F)F)cc(C(F)(F)F)c1
 : -51%[inhibitor]	8%	18%
- CCOC(=O)c1cccc(NC(=O)c2ccc3c(c2)nnn3C2CCCC2)c1
 : i	-5%	-22%
- CCOc1ccc(NC(=O)c2oc3ccccc3c2NC(=O)Cc2ccc(OC)c(OC)c2)cc1
 : -34%[inhibitor]	-4%	1%
- COc1cccc(N2CC(NC(=O)CCCc3ccccc3)CC2=O)c1 (stereo not drawn)
 : -10%	13%	24%
- CN(C(=O)CSc1nc2ccc(NC(=O)c3ccccc3)cc2s1)c1ccccc1
 : -5%	26%	10%
- CC(C)(C)C1CCc2c(sc(NC(=O)c3cc4ccccc4c(=O)o3)c2C(N)=O)C1 (stereo not drawn)
 : i	?	16%
- O=C(CSc1c2c(nc3ccc(Cl)cc13)CCCC2)N1CCCCC1
 : i	16µM*	23%
- CC1CCCN(CCCNC(=O)c2ccc3c(c2)N(Cc2ccc(Cl)cc2)C(=O)c2ccccc2S3(=O)=O)C1 (stereo not drawn)
 : -25%	1%	43%
- CCN(C(=O)C1CCC(CNS(=O)(=O)c2cccc3nsnc23)CC1)c1ccccc1 (stereo not drawn)
 : -32%[inhibitor]	17%	34%
- O=C(Nc1ccc(-c2nc3cc(Cl)ccc3o2)cc1)c1cc2ccccc2o1
 : -17%	20%	-5%
- CCN(C(=O)Cn1nc(Cc2ccncc2)c2ccccc2c1=O)c1cccc(Cl)c1
 : -3%	22%	9%
- Cc1ccccc1CNC(=O)CN1C(=O)CSc2ccc(S(=O)(=O)N(C)C)cc21
 : i	15%	2%
- COc1ccc(C2c3c(n(C)c4ccccc34)C(=O)N2CC(=O)Nc2ccccc2F)cc1 (stereo not drawn)
 : ?	21%	?
- Cc1ccc(CNC(=O)CSc2nc3ccsc3c(=O)n2-c2ccc(Br)cc2)cc1
 : -21%	3%	9%
- Cc1cc(C)cc(C(=O)N(Cc2nc(-c3ccc(Cl)cc3)no2)C(C)C)c1
 : -20%	9%	-26%
- CCc1ccc2oc(C(=O)Nc3nc(-c4ccccc4)ns3)c(C)c2c1
 : -28%	15%	0%
- CN(C)c1ccc(CNC(=O)c2sc3ncccc3c2-n2cccc2)cc1
 : ?	-5%	-10%
- CC(C)c1ccc(CNC(=O)c2ccc(N3CCCC3)c(NC(=O)NCc3ccccc3)c2)cc1
 : -35%	35%	?
- COc1ccccc1C(=O)N(Cc1nc(-c2cccc(C)c2)no1)C(C)C
 : -13%	29%	7%
- Cc1ccc(CNc2nc3ccc(C)cc3n3nnnc23)cc1
 : 20%	5%	13%
- Cc1ccc(NC(=O)CSCc2cnn(-c3ccccc3)c2-n2cccc2)c(Cl)c1
 : -41%[inhibitor]	15%	31%
- CCCCCn1c(=O)[nH]c2cc(C(=O)N3CCN(c4cccc(C(F)(F)F)c4)CC3)ccc2c1=O
 : -17%	18%	-5%
- Cc1ccc(NC(=O)CN2C(=O)C(c3ccc(C(C)(C)C)cc3)=NC2(C)C)cc1
 : i	24%	0%
- CC(=O)c1ccc(N2CCN(c3ncnc4c3c(-c3ccccc3)cn4-c3ccc(C)c(Cl)c3)CC2)cc1
 : -5%	11%	-11%
- COc1ccccc1NC(=O)CSC1=Nc2ccccc2C2=NC(CCC(=O)NCCc3ccccc3)C(=O)N12 (stereo not drawn)
 : -10%	29%	-16%
- CNS(=O)(=O)c1ccc(NC(=O)c2nc3nc(C)cc(C(F)F)n3n2)cc1
 : -8%	-3%	14%
- Cc1cc(C)cc(NC(=O)C(=O)NCC(c2ccc3c(c2)OCO3)N2CCN(C)CC2)c1 (stereo not drawn)
 : 24%	25%	8%
- CC(=O)c1ccc(N2CCN(C(=O)c3cc4cc5cc(C)ccc5nc4s3)CC2)cc1
 : i	17%	-27%
- Cc1nc2nc(SCC(=O)NCc3ccccc3Cl)nn2c(C)c1Cc1ccccc1
 : -56%[inhibitor]	8%	35%
